NPSR antagonist – qHTS Assay for Antagonists of the Neuropeptide S Receptor: cAMP Signal Transduction | Q6W5P4 | 220,000 compounds, 1% hits | CHO-NPSR cells, cAMP TR-FRET, antagonist mode | Potency, µM (top dose mostly 38.3 µM), for inactives: top-dose activity change, negative = inhibition, most hits filed as inhibitors | AID 1461, 2008; also: % is scaled to controls: 0 for no effect and ±100 for the full control effect; nearly all actives have a fitted effect of over 50% in size; many of its hits are not listed in these tables
Epigenetic derep – Quantitative High-Throughput Screen for Regulators of Epigenetic Control | murine LDR cells, GFP reporter derepression, 30 h | Potency, µM (series often up to 53.9 µM), for the others: at the top dose GFP activation, usual class: activators | 280,000 compounds, 0.2% hits; also: % of control where 0% means no effect; nearly all actives have a fitted effect of over 60% in size
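GFP-positive cell count by laser-scanning cytometry (objects 20–120 um) after 30 h, 37 C compound exposure of murine LDR cells; reporter is CMV-GFP integrated at a silenced locus, inducible by HDAC or DNMT inhibitors.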
RGS12 GoLoco inh – qHTS Assay for Inhibitors of RGS12 GoLoco Motif Activity (Red Fluorophore); 230,000 compounds, 0.44% hits; Potency, µM (top dose mostly 61.6 µM), for the others: at the top dose activity, negative = inhibition, hits mostly inhibitors; Gai1:RGS12 GoLoco peptide FP, rhodamine, 10 min; AID 880, 2007; Guanine nucleotide-binding protein G(i) subunit alpha-1 (Homo sapiens), P63096; active = well fitted inhibition curve with a large enough effect, not every such curve was filed as active; inactive = no such curve, though single readings can be large or run the other way; also: % is scaled to controls: 0 for no effect and ±100 for the full control effect; nearly all actives have a fitted effect of over 30% in size; many of its hits are not listed in these tables
Target sequence (P63096 whole entry, looked up): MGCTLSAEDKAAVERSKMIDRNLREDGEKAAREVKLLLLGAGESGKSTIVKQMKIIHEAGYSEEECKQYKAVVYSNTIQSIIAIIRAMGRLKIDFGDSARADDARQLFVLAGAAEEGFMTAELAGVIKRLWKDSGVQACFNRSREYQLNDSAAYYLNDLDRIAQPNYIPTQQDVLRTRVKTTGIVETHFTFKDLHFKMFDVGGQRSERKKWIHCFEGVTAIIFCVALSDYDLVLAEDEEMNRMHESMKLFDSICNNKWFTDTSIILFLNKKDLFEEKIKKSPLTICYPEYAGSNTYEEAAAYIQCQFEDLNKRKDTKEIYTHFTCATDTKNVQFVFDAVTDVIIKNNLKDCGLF
KinaseGlo FLuc – Counterscreen for Luciferase (Kinase-Glo TM) Inhibition | Luciferin 4-monooxygenase (Photuris pensylvanica), Q27757 | Kinase-Glo luciferase, ATP luminescence, 8 min | Potency, µM (highest dose often 38.3 µM), for the others: at the highest dose activity change, negative = inhibition, hits mostly inhibitors | 200,000 compounds, 0.28% hits; also: % is scaled to controls: 0 for no effect and ±100 for the full control effect; nearly all actives have a fitted effect of over 60% in size
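Luminescence was the read-out, taken after 8-minute incubation at ambient temperature. Luciferase turned over luciferin with 10 uM ATP in imidazole pH 7.2 buffer containing KCl, MgCl2, Tween 20 and BSA.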
RECQ1 helicase – qHTS Assay for Inhibitors of RecQ-Like Dna Helicase 1 (RECQ1); 240,000 compounds, 0.54% hits; AID 2549, 2010; RECQ1 DNA unwinding, red fluorescence kinetic read; Potency, µM (titrated, usually from 57.3 µM), for inactives: at the top dose activity, negative = inhibition, hits mostly inhibitors; ATP-dependent DNA helicase Q1 (Homo sapiens), P46063;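 also: plate controls were vehicle for no effect and no enzyme for full effect; nearly all actives have a fitted effect of over 30% in size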
Target sequence (P46063 whole entry, looked up): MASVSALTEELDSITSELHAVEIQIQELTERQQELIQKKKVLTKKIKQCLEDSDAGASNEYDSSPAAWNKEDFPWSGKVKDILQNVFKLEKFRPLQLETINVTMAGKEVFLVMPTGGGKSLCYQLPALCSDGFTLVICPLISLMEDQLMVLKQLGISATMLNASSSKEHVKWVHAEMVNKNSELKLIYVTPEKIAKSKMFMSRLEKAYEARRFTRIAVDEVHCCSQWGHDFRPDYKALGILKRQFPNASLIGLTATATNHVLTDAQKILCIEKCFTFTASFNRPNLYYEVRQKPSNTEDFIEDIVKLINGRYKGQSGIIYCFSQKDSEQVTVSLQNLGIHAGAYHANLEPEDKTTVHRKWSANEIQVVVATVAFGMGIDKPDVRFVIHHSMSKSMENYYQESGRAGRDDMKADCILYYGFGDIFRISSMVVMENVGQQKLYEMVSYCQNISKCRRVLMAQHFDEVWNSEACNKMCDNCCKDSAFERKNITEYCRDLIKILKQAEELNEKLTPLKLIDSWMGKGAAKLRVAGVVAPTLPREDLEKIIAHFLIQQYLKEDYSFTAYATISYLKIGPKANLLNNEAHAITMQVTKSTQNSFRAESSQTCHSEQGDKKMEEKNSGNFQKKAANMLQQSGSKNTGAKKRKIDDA
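50 nM RECQ1T1 preincubated 15 min with compound in Tris pH 8.0 buffer with MgCl2, DTT, Tween-20 and 2.5 ug/ml poly(dI-dC); started with 200 nM TAMRA/BHQ-2 forked duplex and 2 mM ATP. Unwinding read as fluorescence (525/598 nm), two reads 2 h apart.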
JMJD2E inh – qHTS Assay for Inhibitors of Human Jumonji Domain Containing 2E (JMJD2E); Lysine-specific demethylase 4E (Homo sapiens), B2RXH2; JMJD2E catalytic domain, FDH-coupled NADH fluorescence (FDH is formaldehyde dehydrogenase); Potency, µM (doses to about 57.1 µM), without a hit: top-dose activity change, negative = inhibition, actives largely listed as inhibitors; 230,000 compounds, 1.6% hits; AID 2147, 2009; active = well fitted inhibition curve with a large enough effect, not every such curve was filed as active; inconclusive = small, poorly fitted or top-dose-only effect, or another doubt; inactive = no such curve, though single readings can be large or run the other way;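 also: 0% = wells with enzyme and -100% = buffer wells without enzyme; nearly all actives have a fitted effect of over 50% in size; many of its hits are not listed in these tables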
SMN2 splice up – qHTS Assay for Enhancers of SMN2 Splice Variant Expression; 210,000 compounds, 2.8% hits; AID 1458, 2008; Potency, µM (top dose mostly 46.1 µM), without a hit: at the highest dose activity change, positive = activation, hits mostly activators; HEK293 SMN2-luciferase splicing reporter, luminescence, 30-36 h; also: % of control where 0% means no effect; nearly all actives have a fitted effect of over 55% in size
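HEK293 cells carry an SMN2 minigene-luciferase reporter in which exon 7 inclusion puts luciferase in frame. Cells were seeded at 2000 cells/well, attached for 10-12 hours, then exposed to compounds for 30-36 hours at 37C before ONE-Glo luminescence.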
IMPase Li inh – qHTS Assay for Identifying the Cell-Membrane Permeable IMPase Inhibitors: Potentiation with Lithium. CHO-M1 cells, IP1 TR-FRET (IP-One), carbachol + lithium. Potency, µM (doses to about 59.4 µM), without a hit: top-dose activity, negative = IMPase inhibition, most hits filed as inhibitors. 210,000 compounds, 0.35% hits. AID 1457, 2008;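 also: IP1 builds up when IMPase is blocked and the TR-FRET signal falls; plate controls were basal vehicle for no effect and high inhibitor control for full effect; nearly all actives have a fitted effect of over 50% in size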
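Concentration–response in CHO-M1 cells, lithium-potentiated; 30 min at 37C. IP1 detected by competitive TR-FRET after 10 min lysis at RT. Hill-fitted AC50.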
The depositor's hits bear a star; i = inactive; ? = inconclusive; · = no result given; & = joins results of further samples; [ ] = remark or other dose. Unless noted, calls follow the shape of the dose curve; as a rule, active = well fitted curve in the direction sought with a large enough effect; inconclusive = small, poorly fitted or top-dose-only effect, or another doubt; inactive = no such curve, though single readings can be large; an effect the other way counts as inactive or inconclusive. Potency is read from the fitted curve at half-maximal effect.

SMILES	NPSR antagonist	Epigenetic derep	RGS12 GoLoco inh	KinaseGlo FLuc	RECQ1 helicase	JMJD2E inh	SMN2 splice up	IMPase Li inh
COC(=O)c1sccc1NC(=O)COc1ccc(F)cc1Cl	-32%	-1.0%	11%	-6%	i	-11%	14%	-13%
O=C(CSc1nc2ccccc2o1)Nc1nc2ccc(Br)cc2s1	-2%[46.1 µM]	0.0%	56%[activator]	-3%	-7%	8%	6%	-109%[38.3 µM]
COCCN1C(=O)c2oc3ccccc3c(=O)c2C1c1ccc(C(=O)OC)cc1 (stereo unspecified)	-4%[46.1 µM]	0.9%	-8%	3%	i	5%	4%	52%[activator][38.3 µM]
COc1ccc(OC)c(C2SCCN2S(=O)(=O)c2cccc(C(F)(F)F)c2)c1 (stereo unspecified)	?	0.0%	2%	-5%	-5%	-48%	-15%	4%[38.3 µM]
N#Cc1c(NC(=O)CSc2nnc(-c3ccccc3O)n2-c2ccccc2)sc2c1CCCC2	-15%[46.1 µM]	0.0%	16%	0%	-11%	?	1%	15%[38.3 µM]
COc1ccc(Cc2nnc(SC)[nH]c2=O)cc1	-6%[46.1 µM]	-1.8%	0%	-2%	8%	8%	-9%	22%[38.3 µM]
CNC(=O)c1ccc(-c2ccc(F)cc2)s1	0%[46.1 µM]	-5.3%	-9%	-9%	-3%	?	?	2%[38.3 µM]
Cc1ccc(/C(C#N)=C\c2ccc(N3CCOCC3)o2)cc1	?	?	-22%	-1%	32µM*	16µM*	13µM*	25%
Cc1ccc(Cn2c(NCCCn3ccnc3)nc3c2c(=O)n(C)c(=O)n3C)cc1	-3%[46.1 µM]	-0.7%	4%	-2%	0%	2%	-4%	-24%[38.3 µM]
CCOc1ccc(NC(=O)CN(C)CC(=O)NC(C)c2ccccc2)cc1OCC (stereo unspecified)	7%	-1.1%	3%	-2%	-4%	-6%	4%	?
Cc1nn(C(C)C(=O)N/N=C/c2ccc(N(C)C)cc2)c(C)c1[N+](=O)[O-] (stereo unspecified)	39%	-2.6%	-4%	·	2%	-11%	·	·
O=C(Nc1ccc2c(c1)oc1ccccc12)c1ccc(Br)o1	-11%[46.1 µM]	-1.2%	7%	-4%	-8%	-6%	?	0%[38.3 µM]
O=P(O)(c1ccc(Cl)cc1)c1ccc(Cl)cc1	14%[46.1 µM]	0.0%	-6%	1%	i	-4%	-6%	6%[38.3 µM]
COc1cc(C)c(Br)cc1S(=O)(=O)NCc1ccncc1	19%	-1.2%	10%	3%	7%	-4%	-45%[inhibitor]	12%
COc1ccc(NC(=O)c2c(Cl)n(C)c3ccccc23)cc1	-5%[46.1 µM]	2.9%	9%	2%	17%	-3%	?	-2%[38.3 µM]
CCOc1ccc(C2Sc3ccccc3NC3=C2C(=O)OC3)cc1 (stereo unspecified)	-16%[46.1 µM]	1.0%	13%	6%	-7%	-9%	-24%	-1%[38.3 µM]
CCOC(=O)c1c(C)nc2sc3c(=O)n(-c4ccc(C(C)=O)cc4)nnc3c2c1-c1ccc(Cl)cc1	-2%[46.1 µM]	-2.3%	9%	-6%	?	2%	-19%	9%[38.3 µM]
O=C(CCn1c(=O)[nH]c2ccsc2c1=O)N1CC(=O)N(CCc2ccccc2)C(=O)C1	-8%[46.1 µM]	-1.0%	-6%	1%	-4%	1%	8%	-2%[38.3 µM]
Cc1cc(C)cc(N2C(=O)C3CC=CCC3C2=O)c1 (stereo unspecified)	?	2.4%	1%	-1%	-11%	-2%	11%	25%[38.3 µM]
CN1CCc2c(sc3c2c(=O)n(-c2ccccc2)c2nnc(SCc4ccccc4)n32)C1	-25%[46.1 µM]	-1.1%	5%	-5%	-1%	?	?	52%[activator][38.3 µM]
CC(C)(C)OC(=O)CNC(=O)c1[nH]cnc1C(=O)N[C@@H](Cc1ccccc1)C(=O)OC(C)(C)C	-18%	0.5%	6%	·	-16%	-3%	·	·
Cc1[nH]c2ccccc2c1C(=O)CSC(=S)N1CCN(C)CC1	13%	1.0%	7%	·	-2%	-3%	·	·
CCOc1ccc2ccccc2c1C1NC(=S)N(C)C(C)=C1C(=O)OC (stereo unspecified)	-20%	-5.8%	4%	-4%	-16%	4%	?	14%
O=S(=O)(O/N=C1\CCCc2ccccc21)c1ccc(Cl)cc1	0%[46.1 µM]	-2.1%	-19%	-4%	16%	-23%	26%	36%[38.3 µM]
Oc1c(I)cc(Cl)c2cccnc12	-13%	?	-5%	3%	-12%	14µM*	-100%[inhibitor]	6%&23%&28%&2%

Carrying on.
SMILES	NPSR antagonist	Epigenetic derep	RGS12 GoLoco inh	KinaseGlo FLuc	RECQ1 helicase	JMJD2E inh	SMN2 splice up	IMPase Li inh
Cn1nnnc1NCc1cccc(Cl)c1Cl	19%	0.0%	12%	1%	i	-5%	20%	12%
COc1ccc(Cn2cc([N+](=O)[O-])nc2C)cc1[N+](=O)[O-]	7%	1.1%	4%	·	i	-5%	·	·
Cc1cc(O)cc(O)c1C(=O)Cc1ccccc1	0%	6.7%	6%	3%	i	-4%	-15%	8%
Cc1ccccc1OCCCn1c(=O)sc2ccccc21	-20%[46.1 µM]	0.9%	84%[activator]	-7%	-8%	-7%	18µM*	-1%[38.3 µM]
CCC(=O)NC(c1ccccc1)c1c(OC(C)=O)ccc2ccccc12 (stereo unspecified)	36%	5.9%	5%	0%	-10%	-10%	·	2%
CCOC(=O)c1sc(NC(=O)CSc2nnnn2-c2ccccc2)c(C(=O)OCC)c1C	7%[46.1 µM]	0.4%	35%[activator]	-7%	i	-3%	-38%[inhibitor]	-12%[38.3 µM]
CN(CCNS(=O)(=O)c1ccc2c(c1)oc(=O)n2C)Cc1ccccc1	-3%[46.1 µM]	0.0%	5%	3%	1%	4%	6%	28%[38.3 µM]
Cc1ccc(NC(=O)C2CCN(S(C)(=O)=O)CC2)cc1C	-2%[46.1 µM]	1.0%	-6%	-2%	i	-2%	-6%	26%[38.3 µM]
OCC1(Cc2cccc(F)c2)CCN(Cc2ccc3cccc(F)c3n2)CC1	-9%	-0.1%	10%	0%	-12%	-4%	-12%	29%
CCOC(=O)c1cc2sccc2n1CC(=O)Nc1ccc(OC)c(OC)c1	-8%[46.1 µM]	-1.0%	6%	-3%	-16%	?	?	24%[38.3 µM]
Cc1c(NC(=O)C(C)OC(=O)c2cccs2)c(=O)n(-c2ccccc2)n1C (stereo unspecified)	8%	-0.9%	-2%	0%	-1%	17%	11%	6%
CCOc1ccc2cc(C#N)c(SCC(=O)N3CCOCC3)nc2c1	-1%[46.1 µM]	0.0%	28%	19%	8%	-3%	36%	2.8µM*
CCCn1c(SCC(=O)NCc2ccco2)nc2c1c(=O)n(C)c(=O)n2C	-1%[46.1 µM]	0.0%	-4%	-2%	-10%	6%	-15%	9%[38.3 µM]
c1nc(NC2CCCC2)c2[nH]cnc2n1	16%	-1.0%	-4%	3%	-6%	10%	-29%	0%
CCOc1ccc(Br)cc1S(=O)(=O)Nc1ccc(C(=O)Nc2ccccc2OC)cc1	-33%	-0.9%	10%	0%	-1%	2%	13%	0%
Cn1nnnc1SCC(=O)Nc1ccccc1C(=O)NCc1ccccc1	-3%[46.1 µM]	-9.5%	4%	1%	-12%	-4%	-2%	25%[38.3 µM]
Cc1sc(NC(=O)C2CCCC2)c(C#N)c1C	0%	-1.1%	8%	1%	7%	-9%	6%	1%
O=C(c1ccco1)N1CCN(c2ccc(S(=O)(=O)N3CCCC3)cc2)CC1	-18%[7.67 µM]	6.7%	1%	11%	-14%	-5%	-17%	-3%[38.3 µM]
CC(C)(CC(=O)O)CC(=O)N1CCCN(c2nc3ccc(Cl)cc3s2)CC1	-10%	0.0%	4%	·	-6%	4%	·	·
COc1cc(/C=N/N=C/c2cc(OC)c(O)c(OC)c2)cc(OC)c1O	-2%	-1.5%	7%	-4%	-4%	-8%	14%	11%
Cc1cc(C)n(CC(O)CN2c3ccccc3Sc3ccccc32)n1 (stereo unspecified)	-28%[46.1 µM]	-1.1%	10%	1%	i	-9%	-10%	0%[38.3 µM]
COC(=O)c1nnn(CC(=O)NC(=O)Nc2cccc(C)c2C)c1C(=O)OC	17%	-3.1%&-1.0%	1%	-1%	-5%	18%	0%&-4%	-2%
COc1ccc(/C=C/C(=O)C(C)(C)C)cc1OC	-9%	0.0%	8%	·	-11%	-20%	·	·
c1ccc2c(c1)CC1(CCCC1)n1nnnc1-2	1%[46.1 µM]	-7.0%	·	·	i	11%	·	·
COc1ccc([N+](=O)[O-])cc1COc1ccc2c(-c3ccccc3)cc(=O)oc2c1	-2%[46.1 µM]	-0.2%	7%	-1%	i	-2%	1%	9%[38.3 µM]
Cc1ccccc1Nc1nccc(N(C)C)c1C#N	-24%	-1.9%	1%	7%	1%	2%	·	17%
COc1ccc(/C=C(/NC(=O)c2ccccc2)C(=O)N/N=C/c2ccncc2)c(OC)c1	27%	-1.6%	3%	0%	8%	-13%	3%	-1%
CC1(C)Cc2cccc(OCC(N)=O)c2O1	10%[46.1 µM]	-1.2%	9%	-3%	-5%	-3%	-13%	-11%[38.3 µM]
O=C(c1ccccc1)N1CCN(C(=O)N2CCCCC2)CC1	3%[46.1 µM]	-10%	·	·	-11%	-5%	·	·
Cc1cc(C(=O)CSc2nnnn2-c2ccccc2)c(C)n1CCc1ccccc1	-15%[46.1 µM]	-1.2%	0%	-2%	i	4%	-19%	11%[38.3 µM]

Some entries already given with just NPSR antagonist.
SMILES,NPSR antagonist
Oc1c(I)cc(Cl)c2cccnc12,-13%
Cn1nnnc1NCc1cccc(Cl)c1Cl,19%

Assay outcomes: PubChem, National Center for Advancing Translational Sciences (NCATS)

Only part of the results is shown. The share of hits here may be higher or lower than overall.
